Screening data from PubChem BioAssay.
SDO1 yeast rescue: restores growth of sdo1-depleted yeast; hit rate 0.21% among 140,000; z-score at 10 µM; S. cerevisiae sdo1-depleted JHY4D growth rescue, OD600 30 h; stronger effect = higher value; pdr5 snq2 efflux-pump mutant strain;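 active means z-score above 3 at both the 24 hr and the 30 hr optical density reads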;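 further: z-score against mean and SD of all compound wells on the same plate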
INS promoter inh: TRM-6 insulin promoter activity inhibition. TRM-6 cells (human fetal islet line), insulin promoter-eGFP reporter, imaging; reporter expression induced with tamoxifen. inhibition, % at 2 µM. hit rate 0.9% among 130,000;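 active means inhibition above the mean plus 3 SD, with well images judged a real hit on visual review, cut at about 60% in these data, passing the limit was not always enough; inconclusive means inhibition over the cutoff but images rejected on review; inactive means inhibition not above the cutoff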
SDO1 yeast rescue Rescue 24 h: further read-out of SDO1 yeast rescue, marked with its call; z-score; S. cerevisiae sdo1-depleted JHY4D growth rescue, OD600; measured here: growth rescue at 24 h;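 0 is the plate mean of compound wells and units are plate SD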
* = called active by the depositor; ? = inconclusive; nt = not tested or not shown; & = joins results of further samples.

SMILES	SDO1 yeast rescue	SDO1 yeast rescue Rescue 24 h	INS promoter inh
O=C(c1ccccc1)c1ccc(OCC(O)CN2CCN(S(=O)(=O)N3CCCCC3)CC2)cc1 (stereo unspecified)	-0.59	-0.62	10
O=c1ccn(-c2cccc(C(F)(F)F)c2)nc1-c1ccn(-c2ccccc2F)n1	-0.34	-0.44	3
COc1ccc(C(=O)N/N=C/c2cc3ccccc3[nH]c2=S)cc1	1.1	1.7	46
CCCn1c(C)cc(=O)c2cc(NC(=O)c3ccccn3)ccc21	-0.5	-0.18	nt
CCN(CC)c1nc(C#N)cc(-c2ccc(OC)cc2)n1	-1.3	-0.32	30
Cc1ccn2c(NC3CCCCC3)c(C)nc2c1	0.31&0.94	0.22&0.31	nt
CCn1c(=O)c(C(=O)NNS(=O)(=O)c2ccc(Cl)cc2)c(O)c2ccccc21	-1.4	-1.4	nt
Cc1cccc(N2CCc3c2nc2ccc(Br)cc2c3N)c1	-2.3	-1.1	?
O=C(Nc1cccc2c1C(=O)NC2=O)c1ccc(S(=O)(=O)N2CCCC2)cc1	0.75	1.1	0
COc1ccc(-c2c(C#N)c(C)nc3c2C(=O)c2ccccc2-3)cc1	-0.47	0.86	89*
C=CCn1c(SCC(=O)Nc2sccc2C#N)nc2sc(C)c(C)c2c1=O	0.4	3.6	6
Cc1ccc(Cn2c(-n3nc(C)cc3C)nc3c2c(=O)[nH]c(=O)n3C)cc1	-0.39	-0.37	0
CCOc1ccccc1NS(=O)(=O)N(C)C	0.15	-0.27	7
CCCOc1ccc(N2C(=O)C3ON(c4ccccc4)C(CCC)C3C2=O)cc1 (stereo unspecified)	-0.12	-0.72	-19
O=C(CNC(=O)c1ccccc1)OC(C(=O)Nc1cc(C(F)(F)F)ccc1Cl)c1ccccc1 (stereo unspecified)	0.79	1.2	-57
COC(=O)c1ccc(CNC(=O)CN(CCC(C)C)S(=O)(=O)c2ccc3c(c2)OCCO3)cc1	-0.77	-0.89	-11
COc1cccc(N2C(=O)C(O)=C(C(C)=O)C2c2ccc(OC)c(OC)c2)c1 (stereo unspecified)	-0.67	-0.52	23
Cc1ccccc1OCCCC(=O)Nc1ccc2c(c1)OCO2	0.31	0.09	7
O=C(O)c1cccnc1SC1CC(=O)N(c2cccc3ccccc23)C1=O (stereo unspecified)	nt	nt	33
CCOC(=O)N1CCN(C(=O)C(c2ccccc2)c2ccccc2)CC1	0.63	0.84	-400
O=C(Nc1sc2c(c1-c1nc3ccccc3[nH]1)CCCC2)C1CC1	-0.72	0.18	35
CC(C)OC(=O)c1cccc(NC(=O)CSc2nnc(N)s2)c1	nt	nt	15
CCOC(=O)C1CCN(c2c(NCc3ccc(C(=O)NC4CCCC4)cc3)c(=O)c2=O)CC1	0.12	-0.42	nt
S=C(Nc1ccc(Cl)cc1)NC1CC2CCCC(C1)N2C1CCCC1 (stereo unspecified)	0.98	1.1	-10
CN(C)S(=O)(=O)c1ccc(N2C(=O)CC2(/C=C/c2ccccc2)C(=O)NC2CCCC2)cc1 (stereo unspecified)	-0.63	-0.04	nt
Next section
SMILES	SDO1 yeast rescue	SDO1 yeast rescue Rescue 24 h	INS promoter inh
O=C(Nc1ccccc1)C1CC(=O)n2ncnc2N1 (stereo unspecified)	0.09	-0.5	-42
COc1ccccc1NC(=O)c1cc2ccccc2o1	-1.3	-0.84	51
COC(=O)C(C)(C)ONC(=O)Nc1ccccc1	1.9	2.3	35
Nc1nc(SCc2nnc(SCC(=O)O)n2-c2ccccc2)nc2sc3c(c12)CCCC3	-0.76	-1.2	-45
O=C(/C=C/c1ccccc1)OCc1cnc(Cl)s1	nt	nt	38
COc1ccccc1CNC(=O)c1cn(C)c(=O)c2cc(OC)c(OC)cc12	-0.42	-0.58	10
CC(=O)N1CCc2cc(Br)cc(S(=O)(=O)N3CCN(c4ccccn4)CC3)c21	nt	nt	25
O=C(COc1ccccc1)Nc1cccc2c1CCCC2	-1.1	-1.3	23
O=C(O)CSCNC(=O)C12CC3CC(CC(C3)C1)C2	-0.06	-0.48	0
O=C1CN(c2ccc(Cl)cc2)C(=O)CN1NC(=S)Nc1ccc(Cl)cc1	-0.24	-0.99	nt
CC(=O)c1nc2ccccc2n1S(=O)(=O)c1ccc(C)cc1	-0.56	-0.57	nt
COc1ccc(C)cc1C(=O)CCC(=O)Nc1ccccc1N1CCOCC1	0.4	0.47	8
COc1ccc(/C=N/Nc2ncnc3sc(C)c(C)c23)cc1	-0.41	-0.29	-10
Cn1c(-c2ccc(Br)o2)nc2cc(Br)ccc21	-2.1	-1.9	nt
COc1ccc(Br)cc1CNc1ccc(S(N)(=O)=O)cc1	-0.34	-1.2	53
O=C(Nc1nc2ccccc2[nH]1)c1ccc(S(=O)(=O)N2CCOCC2)cc1	nt	nt	10
Cc1ccc(-c2nn3c(-c4ccco4)nnc3c3ccccc23)cc1S(=O)(=O)NCC1CCCO1 (stereo unspecified)	-0.54	0.06	nt
CC(=O)c1ccc(S(=O)(=O)N2CCCC2)cc1	1.2	0.25	-6
CCC(C)Cn1c(C(C)O)nc2ccccc21 (stereo unspecified)	-0.32	-0.49	-6
O=C(Nc1c2c(nn1-c1ccc(F)cc1)CS(=O)(=O)C2)C12CC3CC(CC(C3)C1)C2	-0.6	-0.87	-20
COC(=O)c1c(NC(=O)CN2CCN(c3cccc(Cl)c3)CC2)sc(C)c1C	-0.12	0.26	nt
CN1Cc2c(N)cccc2C(c2ccccc2)C1 (stereo unspecified)	-0.09	-0.08	14
COc1cc(OC)cc(C(=O)Nc2cc(NC(=O)c3ccco3)ccc2OC)c1	0.99	0.68	nt
O=C(c1ccccc1)N1CCN(C2CCCCCC2)CC1	0.86	0.89	-11
CC(OC(=O)c1cc(S(=O)(=O)Nc2ccc(F)cc2)ccc1Cl)C(=O)Nc1ccc2c(c1)OCCO2 (stereo unspecified)	1	0.84	nt
More structures.
SMILES	SDO1 yeast rescue	SDO1 yeast rescue Rescue 24 h	INS promoter inh
O=C(NCc1ccccc1)c1c[nH]c2cc3c(cc2c1=O)OCCO3	1.5	1.4	-31
O=C(/C=C/c1ccc(Cl)cc1Cl)N(Cc1ccccc1)C1CCS(=O)(=O)C1 (stereo unspecified)	-1	-0.64	-3
O=C(O)C1CCN(C(=O)c2ccccc2Cl)CC1	0.91	1.4	20
C=CCOc1ccc(C2c3c(oc4ccccc4c3=O)C(=O)N2CCCN2CCOCC2)cc1 (stereo unspecified)	-0.28	-0.68	nt
O=C(c1cc(-c2ccc(Cl)cc2Cl)on1)N1CCN(C(=O)c2ccco2)CC1	-0.39	-0.6	18
COc1cc(C(=O)OCC(=O)c2cc(C)n(C)c2C)cc(OC)c1OC	-0.64	-0.54	nt
COC(=O)C1=C(Nc2ccc(C)cc2)C=C(C)C(C(=O)OC)C1c1ccc(OC)cc1 (stereo unspecified)	-0.05	0.37	-378
CC(C)CCNC(=O)C1C2C=CC3(CN(Cc4ccccc4Cl)C(=O)C13)O2 (stereo unspecified)	0.48	0.87	nt
COc1cccc(N=Nc2c(=O)[nH]n3c(=O)cc(C)[nH]c23)c1	1	0.13	-21
Cc1ccc(NN=C2c3ccccc3-c3ccccc32)cc1	-0.98	-0.84	10
COc1ccc(CNS(=O)(=O)c2cccc(S(=O)(=O)N3CCOCC3)c2)cc1	0.89	1.1	-46
O=C(Nc1c(C(=O)C2CC2)oc2ccccc12)c1ccc(Cl)cc1	0.92	2.1	-18
CCCCOc1ccc(C2CC(=O)N(C)C2=O)cc1 (stereo unspecified)	0.67	0.21	55
Cn1c(=O)[nH]c(=O)c2c1nc(Sc1nc3ccccc3s1)n2Cc1ccccc1	-1.1	-0.05	nt
Nc1n[nH]c(-c2ccccc2)n1	0.59	-0.19	8
COCCn1c(SCc2ccccc2Cl)nc2c1c(=O)[nH]c(=O)n2C	0.7	0.08	21
CCCn1c(SCC(=O)c2cc(OC)ccc2OC)nnc1-c1ccco1	-0.48	-0.32	0
COc1cccc(C(=O)NCCSc2ccc(F)cc2)c1	nt	nt	0
CC(=O)N1CCC(N2CCN(c3ccccc3F)CC2)CC1	1.9	2.1	nt
CN1CCN(S(=O)(=O)c2ccc(NC(=S)NC(=O)C3CC3)cc2)CC1	0.01	0.6	-27
CN1/C(=C\C(=O)Nc2cccnc2)c2ccccc2CC1(C)C	0.77	0.91	17
OC1CCN(Cc2cccc(Oc3ccccc3)c2)CC1	0.16	-0.6	16
CC(C)(C)OC(=O)NNC(=O)NC12CC3CC(CC(C3)C1)C2	nt	nt	-31
Cc1cccc(NC(=S)N=Nc2c(O)[nH]c3ccccc23)c1	-0.52	-0.27	-47
O=C(CN1CCOCC1)Nc1cc([N+](=O)[O-])ccc1Cl	nt	nt	40

By substructure, the entries above containing an NH in an aromatic ring
SMILES	SDO1 yeast rescue	SDO1 yeast rescue Rescue 24 h	INS promoter inh
COc1ccc(C(=O)N/N=C/c2cc3ccccc3[nH]c2=S)cc1	1.1	1.7	46
Cc1ccc(Cn2c(-n3nc(C)cc3C)nc3c2c(=O)[nH]c(=O)n3C)cc1	-0.39	-0.37	0
O=C(Nc1sc2c(c1-c1nc3ccccc3[nH]1)CCCC2)C1CC1	-0.72	0.18	35
O=C(Nc1nc2ccccc2[nH]1)c1ccc(S(=O)(=O)N2CCOCC2)cc1	nt	nt	10
O=C(NCc1ccccc1)c1c[nH]c2cc3c(cc2c1=O)OCCO3	1.5	1.4	-31
COc1cccc(N=Nc2c(=O)[nH]n3c(=O)cc(C)[nH]c23)c1	1	0.13	-21
Cn1c(=O)[nH]c(=O)c2c1nc(Sc1nc3ccccc3s1)n2Cc1ccccc1	-1.1	-0.05	nt
Nc1n[nH]c(-c2ccccc2)n1	0.59	-0.19	8
COCCn1c(SCc2ccccc2Cl)nc2c1c(=O)[nH]c(=O)n2C	0.7	0.08	21
Cc1cccc(NC(=S)N=Nc2c(O)[nH]c3ccccc23)c1	-0.52	-0.27	-47

Additional entries follow:
SMILES	SDO1 yeast rescue	SDO1 yeast rescue Rescue 24 h	INS promoter inh
CCc1nnc(NC(=O)CSc2nc(-c3ccccc3)c(-c3ccccc3)o2)s1	0.05	0.05	62
Cc1ccc2c(CN3CCN(Cc4ccc5c(c4)OCO5)CC3)cc(=O)oc2c1C	0.1	-0.28	nt
O=C(Nc1cccc2c1CCCC2)c1ccc(Cl)c([N+](=O)[O-])c1	-0.84	-0.5	-13
CCC1(C)Cc2c(sc3nnn(CC(=O)Nc4ccc(Cl)cc4)c(=O)c23)CO1 (stereo unspecified)	-1.7	-0.8	nt
N#Cc1cccc(NC(=O)CSc2ccccc2)c1	0.3	0.26	9
CCN(CC)CCCNC(=O)C1CCN(C(=O)c2cc3sccc3n2Cc2ccc(F)cc2)CC1	0.67	0.87	nt
CCCCCNc1c(C(=O)OCC)c(=O)[nH]c2ccccc12	-0.17	-0.24	-7
O=C(CSc1nnnn1-c1ccccc1)Nc1ncc(Cc2ccccc2Cl)s1	-0.69	-1.2	7
S=C(NCCc1ccccc1)N/N=C/c1ccccc1Cl	-2	-1.5	nt
Cc1nc2ccc(NC(=O)CCS(=O)(=O)c3ccc(Cl)cc3)cc2s1	0.94	1.5	-8
CCCC(C(=O)NC(C)(C)C)N(CC1CCCO1)C(=O)c1snc(C(N)=O)c1N (stereo unspecified)	nt	nt	0
O=C(O)CCSc1nnc(COc2cccc3cccnc23)n1-c1ccccc1	nt	nt	26
COC(=O)[C@@H]1CCCN1C(=O)CCc1nnc(C2CCCCC2)o1	nt	nt	-22
